p97 ATPase inh – human p97 ATPase inhibition | inhibition, % at 8 µM | 220,000 compounds, 0.42% hits | recombinant p97 ATPase, Kinase-Glo ATP luminescence, 3 h; in the data active = inhibition above about 15%;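 also: 0% = DMSO vehicle and 100% = wells lacking enzyme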
Wee1 stabilizer – blocks degradation of human Wee1 kinase; P30291; HeLa Luc-Wee1K328M stability, luciferase luminescence; 100% = proteasome inhibitor MG132 effect; reporter increase, % at 5 µM; 220,000 compounds, 1.2% hits; AID 1321;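 active = activation above the mean of all tested compounds plus 3 SD, set per screening run, cut at about 8.8% in these data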;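 also: cells exposed to compound for 20 h before luminescence read; 0% = DMSO alone and 100% = MG132 at 30 µM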
FXIIa inh – inhibitors of human coagulation factor XIIa. P00748. purified FXIIa, Boc-QGR-AMC fluorogenic substrate, 2 h. inhibition, % at 5 µM. 220,000 compounds, 0.3% hits. AID 800; in the data active = inhibition above about 40%;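 also: 0% = enzyme with no compound and 100% = blank without enzyme; many of its hits are not listed in these tables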
Target sequence (P00748 20-372 limits assumed): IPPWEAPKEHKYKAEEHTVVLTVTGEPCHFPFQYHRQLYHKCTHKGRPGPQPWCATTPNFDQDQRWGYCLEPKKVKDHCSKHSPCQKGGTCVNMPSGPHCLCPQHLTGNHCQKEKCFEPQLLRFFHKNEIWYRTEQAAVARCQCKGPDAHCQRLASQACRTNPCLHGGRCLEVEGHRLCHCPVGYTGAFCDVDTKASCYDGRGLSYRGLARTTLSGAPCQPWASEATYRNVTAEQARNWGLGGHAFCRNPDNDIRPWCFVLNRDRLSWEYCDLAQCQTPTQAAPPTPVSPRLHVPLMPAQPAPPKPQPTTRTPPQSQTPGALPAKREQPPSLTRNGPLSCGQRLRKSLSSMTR
Target sequence (P00748 373-615 limits assumed): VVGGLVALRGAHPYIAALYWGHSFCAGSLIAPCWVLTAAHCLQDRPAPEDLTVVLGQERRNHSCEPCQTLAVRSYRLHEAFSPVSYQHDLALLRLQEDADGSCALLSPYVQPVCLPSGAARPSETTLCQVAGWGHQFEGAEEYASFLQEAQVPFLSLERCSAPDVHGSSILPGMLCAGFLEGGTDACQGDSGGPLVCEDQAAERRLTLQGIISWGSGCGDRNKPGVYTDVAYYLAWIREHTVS
hK5 inh – inhibitors of human kallikrein 5. Q9Y337. recombinant hK5, fluorogenic AMC substrate cleavage. inhibition, % at 5 µM. 210,000 compounds, 0.59% hits. AID 873;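 active = inhibition of 40% or more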;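 also: 0% = enzyme controls without compound and 100% = no-enzyme blanks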
Target sequence (Q9Y337 67-293 limits assumed): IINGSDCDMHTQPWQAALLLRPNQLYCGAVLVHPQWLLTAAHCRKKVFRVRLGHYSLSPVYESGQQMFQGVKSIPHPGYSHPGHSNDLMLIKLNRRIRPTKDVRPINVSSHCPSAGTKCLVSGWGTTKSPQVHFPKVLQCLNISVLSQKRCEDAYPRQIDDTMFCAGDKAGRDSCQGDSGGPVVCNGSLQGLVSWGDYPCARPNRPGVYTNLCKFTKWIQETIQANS
Rad51 HR inh – Rad51 (human) homologous recombination inhibition; hRad51 DNA strand exchange, fluorescence dequenching; Q06609; 200,000 compounds, 0.085% hits; inhibition, % at 10 µM;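 active = inhibition above 40% at the single screening dose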;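 also: 0% = DMSO control wells and 100% = blanks with heterologous ssDNA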
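material = hRad51 filaments on single-stranded DNA | timing = filaments 15 min 37 °C, then compound 30 min | signal = FRET fluorescence dequenching, excitation 485 nm, emission 520 nm | benchmarks = control wells and blank wells on each plate | evaluation = percent inhibition relative to plate controls and blanks | compound = 10 µM final, single point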
eIF4E 4G PPI – eIF4E/eIF4G interaction inhibition in translation initiation. TR-FRET eIF4E-eIF4GI(517-606) binding, 2 h. inhibition, % at 21.7 µM. 220,000 compounds, 0.37% hits. P63073+Q04637;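 active = inhibition above about 30%, limit read from the data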;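 also: 0% = full FRET control wells and 100% = background wells lacking eIF4GI fragment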
14-3-3 Bad inh – disrupts binding of bovine 14-3-3 zeta to phospho-Bad peptide | TR-FRET 14-3-3zeta/Dy647-pBad peptide displacement, 1 h | inhibition, % at 21.7 µM | 220,000 compounds, 0.71% hits | AID 781;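 active = inhibition above about 70%, limit read from the data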;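 also: 0% = full 14-3-3 plus peptide FRET controls and 100% = background without 14-3-3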
Mdm2 ligase inh – Mdm2 E3 ligase (human) inhibition; signal enhancement, % at 5 µM; AID 1230; 210,000 compounds, 0.11% hits; cell-based MDM2 ubiquitination luciferase reporter, 2 h; 0 = plate control, 100 = twice control, blank-subtracted; Q00987;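 active = signal enhancement of 30% or more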;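 also: luminescence tracks abundance of the self-degrading MDM2-luciferase fusion protein; higher signal means inhibition of MDM2 E3 ligase activity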
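Material: Stable MDM2–luciferase fusion reporter cells | Amount: 2000 cells seeded into each well | Dosing: One concentration, 5 µM, with 0.2% DMSO | Incubation: 4 h cell settling then 2 h compound exposure, 37 °C | Measured by: Luciferase luminescence | Read-out basis: % enhancement relative to plate controls after blank subtraction | Benchmarks: Control and blank well means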
FXIa inh – inhibitors of human coagulation factor XIa; P03951; purified FXIa, Boc-Glu-Ala-Arg-AMC fluorogenic substrate; inhibition, % at 5 µM; 220,000 compounds, 0.14% hits; AID 798;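 active = inhibition of at least 40%; inactive = inhibition below 40%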;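 also: fluorescence of freed AMC excited at 355 nm; 0% = enzyme without compound and 100% = no enzyme blank; many of its hits are not listed in these tables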
* = called active by the depositor; / = no result given; [ ] = remark or other dose.

SMILES	p97 ATPase inh	Wee1 stabilizer	FXIIa inh	hK5 inh	Rad51 HR inh	eIF4E 4G PPI	14-3-3 Bad inh	Mdm2 ligase inh	FXIa inh
COc1ccc(C)cc1NC(=O)CSc1ccc(Cl)cc1	-1.4	2.5	13.7	-8.1	/	4.0	-5.0	-1.0	7.8
O=C1CN(C(=O)COc2ccc(Br)cc2Br)c2ccccc2N1	1.9	0.4	2.6	-12.4	18.2	0.0	-2.5	-7.9	-7.8
CCc1ccccc1NC(=O)CN(c1ccc(OC)cc1OC)S(=O)(=O)c1ccccc1[N+](=O)[O-]	0.4	-1.1	10.7	6.7	-3.7	-0.9	-2.9	-2.5	1.8
O=C1CCC(C(=O)N(c2ccccc2)C2(C(=O)NC3CCCCC3)CCCCC2)N1 (stereo not drawn)	-3.7	-1.1	6.0	0.0	-11.1	-1.6	15.0	-16.9	-8.1
COc1ccc(-c2[nH]ncc2CN(C)Cc2cnccn2)c(OC)c1	2.4	-1.1	9.7	-1.0	0.3	-0.4	-8.3	-7.3	6.3
O=C(CCNC(=O)c1ccccc1)Nc1ccc(F)c(Cl)c1	1.8	-0.5	-1.2	-3.3	-1.1	-1.7	3.1	-8.1	3.3
O=C(O)C1=NOC(CNc2ncc(C(F)(F)F)cc2Cl)C1 (stereo not drawn)	1.4	1.0	6.0	-4.0	9.6	-0.7	-6.1	-15.3	-1.0
O=C(N/C(=C/c1ccc(Br)cc1)C(=O)N1CCCC1)c1ccccc1F	2.5	2.1	20.2	-15.3	-13.0	14.5	-6.3	1.9	9.9
Cc1nnc(N)s1	3.2	2.5	8.0	-2.5	-2.1	-6.7	4.5	-2.8	-3.4
O=C(CCCn1c(=O)[nH]c2ccccc2c1=O)N1CCN(c2ccccn2)CC1	0.2	-1.4	3.1	-5.5	/	1.3	5.0	/	-1.8
COc1ccccc1N1CCN(/N=C/c2ccc(O)c(O)c2)CC1	2.1	-0.9	5.9	-4.6	1.6	5.7	-13.6	-30.1	0.6
Cc1nc(C)c(C)nc1C	5.2	0.4	/	/	-4.1	2.2	-2.8	/	/
CN(C)c1ncc(S(=O)(=O)c2ccccc2)c(N)n1	2.4	-0.7	10.2	-1.2	1.1	-0.2	-4.2	3.7	0.8
CCc1nc2ccccc2c(C(=O)Oc2ccc(C(=O)OC)cc2)c1C	-5.2	-0.7	8.1	-4.0	-2.9	1.5[fluorescence artefact?]	-3.4[fluorescence artefact?]	-12.1	-2.2
Cc1nc(-c2ccc(C(=O)Nc3ccc(F)cc3)cc2)cs1	-1.9	-1.3	26.8	38.8	-13.4	2.5	35.9	-90.3	30.0
Cc1cc(C)n(-c2cc(Cl)cc(Cl)c2)c(=O)c1C#N	-2.6	0.9	15.6	-9.1	3.5	8.3	-9.0	8.1	8.3
CCCc1nn(C)c(C(=O)Nc2ccc(CC)cc2)c1Cl	-2.4	0.4	5.6	-5.7	-15.6	6.5[fluorescence artefact?]	-1.8	4.5	8.6
COc1ccc(NS(=O)(=O)c2ccc(NC(=O)c3ccccc3Br)cc2)nn1	-1.4	-2.7	3.0	-4.4	-1.3	0.3	5.7	-7.2	-6.0
O=C(O)CCc1ccc(-c2cccs2)n1NC(=O)c1ccc(Cl)cc1	2.4	0.2	13.6	-7.9	0.8	-3.7	-6.1[fluorescence artefact?]	-9.2	8.8
C=CCn1c(SCC(=O)NC(N)=O)nnc1-c1cc2c(s1)CCC(CC)C2 (stereo not drawn)	-3.6	-2.5	-4.7	-7.6	-4.4	3.0	-1.4	-4.5	-0.1
CN(C)c1ccc(-n2cccc2/C=C/[N+](=O)[O-])cc1	4.7	4.7	12.6	4.9	0.9	-1.5	-7.9	24.7	-0.7
Cc1ccc(NCc2nc3ccccc3n2CCOc2ccccc2)cc1	10.0	0.4	9.1	-2.4	-0.5	8.2	-5.2[fluorescence artefact?]	1.0	4.3
COc1ccc(-n2c(-c3cnccn3)n[nH]c2=S)cc1	6.5	-0.8	14.6	5.2	6.7	-3.0	-11.2	3.1	2.4
COc1ccc(-c2ccc(CCC(=O)O)n2-c2ccc(O)cc2)cc1	11.2	1.3	3.4	-4.4	3.6	1.0	-4.9	3.7	-2.2
CNCc1ccccc1Sc1ccc(OC)cc1	1.5	1.1	3.4	2.3	/	-0.8	-10.6	-1.1	9.9
Cc1ccc(CNc2ncc(-c3ccccc3)n2C)o1	4.5	0.5	-1.6	-10.4	-6.5	2.7	0.5	-6.1	-8.2
Cc1ccc(SCCN2CCN(C)CCC2=O)cc1	/	/	-3.4	3.5	3.5	-3.4	-2.1	-9.1	-4.0
O=C(CCNC(=O)Cn1cnc2ccccc2c1=O)NCCC1=CCCCC1	1.8	0.8	18.5	-0.3	15.0	6.7[fluorescence artefact?]	2.1[fluorescence artefact?]	-9.8	4.8
O=C(O)c1ccc(COCC(F)(F)F)cc1	6.0	2.6	12.8	-6.7	3.6	3.2[fluorescence artefact?]	8.0[fluorescence artefact?]	5.6	9.1
CN(C)S(=O)(=O)c1cccc(NC(=S)N2CCc3ccccc32)c1	-1.9	2.2	8.8	1.6	-2.9	3.2	-6.2	-5.7	1.4
CN(Cc1ccccc1NC(=O)c1ccc(S(=O)(=O)N(C)C)cc1)C1CCCCC1	-5.0	5.3	12.4	4.1	21.9	0.6	-9.1	-33.0	1.5
CCC(C)[C@H](NC(=O)OC(C)(C)C)C(=O)N/N=C/c1ccc2nccnc2c1 (stereo partly drawn)	-7.2	0.0	4.5	-1.0	-0.5	-8.9	-1.8	/	2.1
Cc1cc(Cl)ccc1Oc1nc(-c2ccc(F)cc2)ccc1C#N	-0.4	-2.7	8.0	-1.6	-1.4	-10.2	-6.3	-3.7	-4.2
Cc1ccc2ccc(C)[n+](CCCS(=O)(=O)[O-])c2c1	4.8	5.0	5.7	-8.7	33.0	5.5	2.9	-3.2	-3.4
CCN1CCN(C(=S)NCC(C)C)CC1	6.0	-1.7	7.6	-21.1	0.5	1.4	-16.9[fluorescence artefact?]	9.9	7.8
CC(C)Cc1nc2ccccc2[nH]1	5.0	0.4	4.0	0.8	/	-1.1	-11.9	-5.5	1.3
COc1ccccc1NNC(=O)c1cccnc1Oc1ccccc1	1.5	3.7	8.8	-0.9	12.9	14.9	0.7	2.5	1.5
COCCCNC(=O)c1ccc(Cn2c(=O)c3ccccc3n(CC(=O)NCc3ccco3)c2=O)cc1	4.9	-0.8	2.0	-2.6	7.5	4.0	-10.2	-2.8	-2.7
COC(=O)c1ccc(NS(=O)(=O)c2ccc(Cl)cc2)o1	5.8	3.2	4.7	9.6	-4.6	-2.4	-16.4	-21.1	4.6
CCN1CCCC1CNc1ncnc2c1[nH]c1ccc(Cl)cc12 (stereo not drawn)	8.5	1.7	21.1	-17.2	-10.9	6.1	-9.3[fluorescence artefact?]	-9.2	1.5
CC1(C)OC(=O)N(Cc2ccco2)C1(C)O (stereo not drawn)	3.6	-2.6	9.6	-6.5	-8.5	1.2	-1.6	8.6	5.2
O=C(COc1ccccc1)N(Cc1cc2ccccc2[nH]c1=O)CC1CCCO1 (stereo not drawn)	-0.3	1.4	9.1	-32.6	-6.7	-8.4	-2.2	-8.5	-14.7
CC(=O)NC(NC(C)=O)c1cccc(OCc2ccccc2)c1	-3.5	4.4	2.0	-13.4	1.9	-0.7	1.4	-1.3	-7.6
O=C(OCC#CCSc1nc2ccccc2o1)c1cc2ccccc2o1	-4.1	0.7	7.7	-6.2	-0.4	5.1	-2.9	3.0	-2.7
O=C(COC(=O)Cc1ccc(Br)cc1)NC1CCCCC1	-3.4	-0.8	10.5	1.8	16.2	4.9	3.8	0.1	0.8
CNC(=O)COc1ccccc1C(=O)Nc1ccc2c(c1)oc1ccccc12	0.1	0.1	3.3	-6.8	-0.8	-3.4	3.4	-16.9	-2.5
Cc1ccc(S(=O)(=O)C/N=C(/NC(=S)N(c2ccccc2)c2ccccc2)c2ccccc2)cc1	3.3	-0.8	7.3	1.9	-4.5	-1.2	3.2	2.8	2.3
COCCn1nnnc1CN1CCN2CCCC2C1 (stereo not drawn)	2.2	1.3	16.9	0.0	6.5	0.7	85.7*	-8.0	15.3
COC(=O)c1c(C(=O)OC)c2n(c1C)CCC2	2.7	-0.5	6.4	-21.0	1.9	-7.1[fluorescence artefact?]	-11.4	-9.4	-4.7
COc1cc(C2CC(=O)C=C(O)C2)cc(OC)c1OC (stereo not drawn)	0.4	-3.1	3.2	-7.6	-7.4	-3.9	-21.9[fluorescence artefact?]	-21.6	4.9
Remaining list, next part:
SMILES	p97 ATPase inh	Wee1 stabilizer	FXIIa inh	hK5 inh	Rad51 HR inh	eIF4E 4G PPI	14-3-3 Bad inh	Mdm2 ligase inh	FXIa inh
CN1CCN(c2ccc(-c3ccnn3C(=O)Nc3ccccc3)cc2)CC1	1.1	8.8	-2.2	-16.6	4.9	1.1	0.5	5.7	-3.1
Cc1ccc(Cl)cc1N1CCN(C(=O)C2CCCN(S(=O)(=O)c3cnc[nH]3)C2)CC1 (stereo not drawn)	0.3	1.9	9.1	-12.2	-2.9	-2.5	4.4	-16.6	3.6
COc1ccc(NC(=S)N(CCN(C)C)C(C)c2ccco2)cc1Cl (stereo not drawn)	3.1	1.5	7.9	-18.9	4.7	-6.1[fluorescence artefact?]	-15.7	-1.4	1.2
Cc1ccc2nc(C)cc(NCCO)c2c1	3.0	-3.0	6.8	-37.2	3.9	3.0	-1.5	-16.3	-9.3
COc1cccc(C(C)NC(=O)Nc2cc(Cl)ccc2OC)c1 (stereo not drawn)	2.4	1.9	6.5	-4.4	26.4	0.0	-12.2	-21.2	-1.9
O=C(Nc1ccc(Cl)cc1)N1CCC(c2nc(-c3ccccc3Cl)no2)CC1	1.2	1.5	7.7	-14.9	7.7	1.4	-6.9	-12.8	0.1
Cc1ccccc1-n1cc(-c2ccc(Br)cc2)nc1SCC(N)=O	-10.4	13.2*	15.9	46.1*	-18.4	2.3	1.1	-17.9	28.5
CN(C(=O)COC(=O)c1ccccc1C(=O)N1CCN(c2ccccc2)CC1)c1ccccc1	-0.2	-2.0	-2.2	-18.3	3.7	1.6	-30.2	-4.5	-1.2
O=c1[nH]c(CN2CCN(c3ccccn3)CC2)nc2c(Br)cc(Br)cc12	1.4	-0.8	2.9	-1.0	0.4	-10.5	-1.1	/	-1.1
Cc1ccccc1NC(=O)/C=C/c1ccc([N+](=O)[O-])s1	5.7	2.0	4.6	0.9	-24.3	-1.2	6.0	20.5	-2.4
